Screens: PubChem, Broad Institute
GSIS activator: primary screen for activators of insulin secretion dependent on glucose, INS-1E cells, GLuc reporter luminescence; INS-1E GLuc reporter insulin secretion, 2-3 h; activation, % at 16.6 µM; 370,000 tested, 0.61% active; AID 743287;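 active = lowest replicate activation of at least 40%, so every replicate reaches that level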;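 also: 0% = median of neutral control wells and 100% = median of IBMX positive control wells; some compounds called inactive have numbers as strong as hits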
C2C12 statin: suppression of simvastatin myotoxicity; C2C12 myotubes + simvastatin, ATP luminescence, 48 h; scaled: DMSO 0, geranylgeraniol control 100; rescue of ATP level, % at 7.49 µM; 330,000 tested, 0.78% active; AID 602340;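 active = mean ATP rescue above about 67%, or every replicate alone reaching that limit, limit read from the data, passing the limit was not always enough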;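 also: myotubes were challenged with 10 µM simvastatin during compound exposure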
PGC1a acetyl inh: lowers PGC1a acetylation signal in U2OS cells; AlphaScreen anti-acetyl-lysine; with virally co-expressed GCN5 acetyltransferase; inhibition, % at 15.6 µM; 350,000 tested, 0.17% active;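 active = every replicate shows inhibition of at least 40%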;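 also: 0% = neutral control wells and 100% = positive control wells; some results beyond the cut were filed as inactive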
F508del corr: correctors of CFTR F508del function in bronchial epithelial cells. AID 720511. CFBE cells, YFP halide quenching; stimulated with forskolin plus potentiator P3; % fluorescence drop versus neutral controls. 350,000 tested, 0.36% active. activity (quench increase), % at 7.58 µM;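 active = mean added fluorescence quench of at least 8% versus neutral control, with both replicates also reaching 8%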;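 also: cells transiently co-express mutant CFTR-F508del with the halide-sensitive YFP; corrector assay measuring rescue of mutant channel to the surface after 24 h compound exposure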
Cneo AK release: causes C. neoformans cell lysis | lysis activity, % at 15 µM | AID 651654 | adenylate kinase release luminescence, 4 h; normalised: neutral wells 0, clomiphene wells 100 | 360,000 tested, 0.2% active;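 active = mean lysis activity across replicates of at least 80%, whatever share of replicates individually reach that level; inactive = mean lysis activity below 80%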
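Material – Cryptococcus neoformans yeast cells · Quantity – 5 × 10^6 yeast cells/mL · Buffer or medium – YPD medium · Compound – single dose · Timing – 4 h static compound exposure, 37 °C, read 1 h post-reagent · Signal – adenylate kinase release luminescence · Read-out basis – lysis from increased AK signal · Benchmarks – Clomiphene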
FN deposition inh: fibronectin deposition inhibition. AH1F fibroblasts, Alexa488-fibronectin deposition fluorescence, overnight. inhibition, % at 12.6 µM. 350,000 tested, 0.086% active;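 active = mean inhibition across replicates of 30% or more, regardless of how many single replicates reach that level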;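 also: positive control wells lacked labelled fibronectin entirely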
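Measured by – fluorescence 485/525 nm · System – AH1F fibroblast monolayer, labelled fibronectin deposition · Amount – 10000 cells per well · Buffer or medium – serum-reduced DMEM (2% serum) · Doses – single dose, pinned · Also added – fluorescent fibronectin at 24 nM final · Schedule – 1 h cell attachment, overnight exposure to compound and label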
miR122 inh: miR-122 inhibition in Huh7 cells. 340,000 tested, 0.3% active. activation (reporter increase), % at 12.5 µM. Huh7 miR-122 Renilla luciferase sensor, 48 h; neutral wells = 0, positive control = 100;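 active = mean replicate activation score at least 90 and every replicate individually at or above 90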;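 also: higher luciferase means less miR-122 activity so hits act as miR-122 inhibitors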
PglD inh: inhibitors of Campylobacter jejuni PglD acetyltransferase; purified PglD enzyme, DTNB colorimetric CoA detection; inhibition, % at 12.5 µM; AID 602405; 360,000 tested, 0.098% active; in the data active = inhibition above about 16%, passing the limit was not always enough; also: strong numbers were not always called active
Active calls of the source: *; . = no result given; & = joins results of further samples; [ ] = remark or other dose.

SMILES	GSIS activator	C2C12 statin	PGC1a acetyl inh	F508del corr	Cneo AK release	FN deposition inh	miR122 inh	PglD inh
Cc1ccc(C(c2nnnn2C(C)(C)C)N2CCC(C)CC2)cc1 (stereo not given)	.	-8	-9	.	0	3	15	-18
Cc1ccc2oc3c(c(=O)c2c1)C(c1cccc(Cl)c1)N(CCCN1CCOCC1)C3=O (stereo not given)	-7	16	-4	1.0	4	-5	5	-2
Cc1nc(CN2CCC(c3ccccc3)CC2)cc(=O)[nH]1	35	.	-9	-1.1	.	5	4	.
Cc1ccc(OCC(O)CN2CCOCC2)cc1C (stereo not given)	1	-8	25	1.5	0	-2	6	-3
O=C(Nc1ccccc1)N1CCCC(c2nc(-c3cccs3)no2)C1 (stereo not given)	.	.	-5	0.8	10	.	6	1
C[C@H]1CN([C@@H](C)CO)C(=O)Cc2cc(NC(=O)CCN3CCOCC3)ccc2O[C@@H]1CN(C)Cc1ccc(C(=O)O)cc1	6	-22	8	-1.6	-5	-20	6[16.7 µM]	2
CCCCc1ccc(C2C3=C(CC(C)(C)CC3=O)NC3=C2C(=O)c2ccccc23)cc1 (stereo not given)	-15	-31	5	-2.5	0	-9	45	5
C[C@@H]1CN([C@@H](C)CO)C(=O)Cc2cc(NC(=O)Nc3ccc4c(c3)OCO4)ccc2O[C@@H]1CN(C)Cc1ccc(Oc2ccccc2)cc1	-2	-75	-1	-3.2	-2	.	-25[16.7 µM]	0
COc1ccc(OC)c(NC2c3ccccc3C(=O)N2c2cccnc2)c1 (stereo not given)	-1	-9	13	1.6	-1	-1	3	-5
COC(=O)C1=C(C)N(Cc2ccccc2)C(=NCc2ccc(OC)cc2)N[C@H]1c1ccccc1	-22	-52	-14	2.1	0	1	-8	0
C[C@@H]1CCCCO[C@@H](CN(C)C(=O)C2CCCCC2)[C@@H](C)CN([C@H](C)CO)C(=O)c2cc(NC(=O)CCCN(C)C)ccc2O1	16	13	4	2.1	49	.	-1[16.7 µM]	-4
O=C(NCCOc1ccccc1F)c1ccc2c(=O)n3c(nc2c1)CCC3	45	6	3	-5.7	0	-1	-4	-4
CCN(CC)CCCN1C(=O)C(O)=C(C(=O)c2cc3ccccc3o2)C1c1ccccn1 (stereo not given)	2	.	5	.	-1	.	-9	-2
OC1COC(O)C(O)C1O (stereo not given)	.	-5	.	2.9	-2	-5	3	6
CN(C)/C=N/C1=C(C#N)C(c2ccc(Br)cc2)c2ccc3ccccc3c2O1 (stereo not given)	.	4	-1	-1.2	1	-4	2	-2
COc1ccccc1NC(=O)C(=O)NNS(=O)(=O)c1ccc2ccccc2c1	10	2	-1	1.0	1	-2	2	3
CO[C@H]1CN(C)C(=O)c2cc(NC(=O)c3ccccc3)ccc2OC[C@@H](C)N(C)C[C@H]1C	5	-3	-17	-1.7	-4	-4	2[16.7 µM]	-1
COc1ccc(CN(C)CCCn2cnc(C(=O)Nc3ccc(C)c(C)c3)n2)cc1OC	2	3	2	-3.4	0	-1	-2	1
CCc1c(C)sc(NC(=O)c2cnn3cccnc23)c1C#N	6	-4	10	.	0	-9	0	3
COc1cccc2sc(N(C)c3ccccc3)nc12	.	0	-1	.	-7	-2	4	-2
O=C(O)CCc1ncc(C(F)(F)F)cc1Cl	.	-3	18	.	3	-5	-8	-2
Cc1cccc(NC(=O)CCCN2C(=O)c3cccc4cccc(c34)C2=O)c1	-11	.	-5	.	2	-6	-10	3
C[C@H](CO)N1C[C@H](C)[C@@H](CN(C)C(=O)Nc2ccccc2F)OCc2cn(nn2)CCCC1=O	6&24	0	1	0.1&-1.2	-2	6&-2	2[16.7 µM]	-1
CCOC(=O)C[C@H]1c2cc(F)ccc2S(=O)(=O)N1C1CCCCC1	9	37	-2	2.8	3	-2	-2	-1
Cc1ccc(CNC(=O)Cn2nnc(C(=O)Nc3cc(C)ccc3C)c2N)cc1	19	4	8	0.3	8	9	3	-1

(continued)
SMILES	GSIS activator	C2C12 statin	PGC1a acetyl inh	F508del corr	Cneo AK release	FN deposition inh	miR122 inh	PglD inh
CO[C@@H]1CN(C)C(=O)c2ccc(NC(=O)c3ccc4c(c3)OCO4)cc2OC[C@H](C)N(CC2CC2)C[C@H]1C	-13	55	-17	0.3	-1	3	.	-5
CCc1ccc(Nc2n[n+](-c3ccccc3)c(-c3cc(OC)c(OC)cc3Br)s2)cc1	.	54	.	1.3	15	-14	.	-3
Cc1ccc(C(=O)N2CCCC(N3CCN(c4ccccc4C)CC3)C2)c(=O)[nH]1 (stereo not given)	-10	8	1	0.0	0	7	-8	1
CCN(Cc1ccccc1)S(=O)(=O)c1c[nH]c(C(=O)OC)c1	-1	-5	2	-0.4	1	10	-3	0
COc1ccc(C#Cc2cnc3c(c2)C(=O)N([C@@H](C)CO)C[C@@H](C)[C@@H](CN(C)C(C)=O)O3)cc1	1	.	12	-2.8	.	5	.	.
COc1ccc2[nH]c3c(c2c1)CCN1C(=O)N([C@@H](C)C(=O)NCc2ccccc2)C(=O)[C@]31C	3	14	-8	-2.2	-1	.	-1	-7
CCCC(=O)Nc1ccc2c(c1)C(=O)N(C)C[C@@H](OC)[C@@H](C)CN[C@@H](C)CO2	6	-17	.	.	-5	2	1[16.7 µM]	-1
CC(C)(C)NC(=O)N1CCN(c2nc3ccc(Cl)cc3s2)CC1	3	-3	6	1.0	5	-1	-11	-6
Cc1noc(C)c1NC(=O)N(C)C[C@@H]1OCCCC[C@H](C)Oc2ccc(NC(=O)c3ccncc3)cc2C(=O)N([C@H](C)CO)C[C@H]1C	3	-9	0	-0.5	0	.	1[16.7 µM]	-2
Cc1noc(C)c1S(=O)(=O)N(C)C[C@@H]1Oc2ccc(NC(=O)C3CC3)cc2CC(=O)N([C@H](C)CO)C[C@@H]1C	12	-7	7	-1.3	2	.	-1[16.7 µM]	-2
COc1ccc(NC2=NCC(=O)N2c2ccccc2F)cc1	.	.	6	.	2	.	-3	0
CC1=CC=CN2C1=NC(=O)CC2(C)C(=O)N(CC(=O)NC1CCCC1)Cc1ccccc1 (stereo not given)	-4	9	10	0.3	2	1	-2	-5
CC1CN(S(=O)(=O)c2cccc(C(=O)Nc3ccc(S(=O)(=O)Nc4ncccn4)cc3)c2)CC(C)O1 (stereo not given)	26	.	-16	-3.5	-4	-4	9	-6
C[C@@H]1CCCCO[C@@H](CN(C)C(=O)c2ccccc2)[C@H](C)CN([C@H](C)CO)C(=O)c2cc(NC(=O)c3ccccc3)ccc2O1	-16	.	-1	2.3	0	-10	-2[16.7 µM]	2
CCCC(c1nnnn1C1CCCCC1)N1CCN(C(=O)c2ccco2)CC1 (stereo not given)	-3	-3	.	-1.2	3	-9	1	-4
CC(=O)N(C(C)=O)c1ccc2nc(C)[nH]c(=O)c2c1	.	0	13	.	0	.	3	2
O=C(CSc1nnnn1-c1cccc2c1CCCC2)N1CCCC1	.	15	14	.	-1	-3	-5	4
COc1ccc(C(=N/O)/C(=N/O)c2ccc(OC)cc2)cc1	-6	3	.	-2.6	.	.	3	.
Cc1ccc(C2=NOC3(CC(=O)N(c4ccccc4)C3=O)C2)cc1 (stereo not given)	-1	76*	4	2.3	-3	-9	1	9
O=S(=O)(c1cccc(C(F)(F)F)c1)N1c2ccccc2-n2cccc2C1c1cccnc1 (stereo not given)	.	-16	-16	.	-4	1	.	1
CC(=O)c1ccc(NC(=O)CC(C)S(=O)(=O)c2ccc3c(c2)CCN3C(C)=O)cc1 (stereo not given)	-7	-3	-1	2.3	0	13	-7	1
CC(C)C#Cc1ccc([C@H]2[C@H](C#N)N(C(=O)c3ccccn3)[C@H]2CO)cc1	-6	23	4	0.3	57	-14	.	0
Cc1ccc2c(c1)N(C(=O)CCC(=O)NCc1cccnc1)CC(C)O2 (stereo not given)	-1	-33	-4	2.3	-1	3	0	0
CC(O)(c1cccc(F)c1)c1nc(/C=C/c2ccccc2)cs1 (stereo not given)	-10	-3	-6	-1.0	-3	2	-2	2
CC(C)Cc1ccc(C(C)C(=O)Nc2cccnc2)cc1 (stereo not given)	-15	-5	-11	-1.1	0	-16	-3	11
COc1ccc(NC(=O)C(=S)NC2CCCCC2)cc1	9	-3	-14	-0.3	-2	-13	-7	-1
C[C@@H]1CCCCO[C@H](CN(C)C(=O)CCCN(C)C)[C@H](C)CN([C@@H](C)CO)C(=O)c2cc(NS(=O)(=O)c3ccc(F)cc3)ccc2O1	3	.	-1	-0.6	0	-11	0[16.7 µM]	3

Arranged by length of the SMILES (largest number first): part of the list above
SMILES	GSIS activator	C2C12 statin	PGC1a acetyl inh	F508del corr	Cneo AK release	FN deposition inh	miR122 inh	PglD inh
CCCC(=O)Nc1ccc2c(c1)C(=O)N(C)C[C@@H](OC)[C@@H](C)CN[C@@H](C)CO2	6	-17	.	.	-5	2	1[16.7 µM]	-1
CCN(Cc1ccccc1)S(=O)(=O)c1c[nH]c(C(=O)OC)c1	-1	-5	2	-0.4	1	10	-3	0
CC(C)(C)NC(=O)N1CCN(c2nc3ccc(Cl)cc3s2)CC1	3	-3	6	1.0	5	-1	-11	-6

Compound profiles (already shown). Screens in order: GSIS activator, C2C12 statin, PGC1a acetyl inh, F508del corr, Cneo AK release, FN deposition inh, miR122 inh, PglD inh
COc1ccc(NC(=O)C(=S)NC2CCCCC2)cc1 is listed with 9, -3, -14, -0.3, -2, -13, -7, -1
CC(O)(c1cccc(F)c1)c1nc(/C=C/c2ccccc2)cs1 (stereo not given) is listed with -10, -3, -6, -1.0, -3, 2, -2, 2
CC(=O)N(C(C)=O)c1ccc2nc(C)[nH]c(=O)c2c1 is listed with ., 0, 13, ., 0, ., 3, 2
CCc1ccc(Nc2n[n+](-c3ccccc3)c(-c3cc(OC)c(OC)cc3Br)s2)cc1 is listed with ., 54, ., 1.3, 15, -14, ., -3
COc1ccc(NC2=NCC(=O)N2c2ccccc2F)cc1 is listed with ., ., 6, ., 2, ., -3, 0

Some of these compounds in order of the GSIS activator value, lowest first.
| molecule | GSIS activator |
| --- | --- |
| CC(C)C#Cc1ccc([C@H]2[C@H](C#N)N(C(=O)c3ccccn3)[C@H]2CO)cc1 | -6 |
| Cc1ccc2c(c1)N(C(=O)CCC(=O)NCc1cccnc1)CC(C)O2 (stereo not given) | -1 |
| C[C@@H]1CCCCO[C@H](CN(C)C(=O)CCCN(C)C)[C@H](C)CN([C@@H](C)CO)C(=O)c2cc(NS(=O)(=O)c3ccc(F)cc3)ccc2O1 | 3 |
| CCCC(=O)Nc1ccc2c(c1)C(=O)N(C)C[C@@H](OC)[C@@H](C)CN[C@@H](C)CO2 | 6 |
| CC1CN(S(=O)(=O)c2cccc(C(=O)Nc3ccc(S(=O)(=O)Nc4ncccn4)cc3)c2)CC(C)O1 (stereo not given) | 26 |
